# KCNQ2 block – KCNQ2 potassium channel inhibitors, primary screen, cell-based, CHO-K1, FluxOR thallium flux, B-score (AID 2156). 20 min; stronger effect = lower value. 1.1% of 310,000 active. Potassium voltage-gated channel subfamily KQT member 2 (Rattus norvegicus), O88943. B-score at 10 µM;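 active = fluorescence ratio B-score at most minus 3 library SDs, with starting brightness B-score within 2 library SDs, cut at about -5.5 in these data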
# Target sequence (O88943 whole entry, looked up): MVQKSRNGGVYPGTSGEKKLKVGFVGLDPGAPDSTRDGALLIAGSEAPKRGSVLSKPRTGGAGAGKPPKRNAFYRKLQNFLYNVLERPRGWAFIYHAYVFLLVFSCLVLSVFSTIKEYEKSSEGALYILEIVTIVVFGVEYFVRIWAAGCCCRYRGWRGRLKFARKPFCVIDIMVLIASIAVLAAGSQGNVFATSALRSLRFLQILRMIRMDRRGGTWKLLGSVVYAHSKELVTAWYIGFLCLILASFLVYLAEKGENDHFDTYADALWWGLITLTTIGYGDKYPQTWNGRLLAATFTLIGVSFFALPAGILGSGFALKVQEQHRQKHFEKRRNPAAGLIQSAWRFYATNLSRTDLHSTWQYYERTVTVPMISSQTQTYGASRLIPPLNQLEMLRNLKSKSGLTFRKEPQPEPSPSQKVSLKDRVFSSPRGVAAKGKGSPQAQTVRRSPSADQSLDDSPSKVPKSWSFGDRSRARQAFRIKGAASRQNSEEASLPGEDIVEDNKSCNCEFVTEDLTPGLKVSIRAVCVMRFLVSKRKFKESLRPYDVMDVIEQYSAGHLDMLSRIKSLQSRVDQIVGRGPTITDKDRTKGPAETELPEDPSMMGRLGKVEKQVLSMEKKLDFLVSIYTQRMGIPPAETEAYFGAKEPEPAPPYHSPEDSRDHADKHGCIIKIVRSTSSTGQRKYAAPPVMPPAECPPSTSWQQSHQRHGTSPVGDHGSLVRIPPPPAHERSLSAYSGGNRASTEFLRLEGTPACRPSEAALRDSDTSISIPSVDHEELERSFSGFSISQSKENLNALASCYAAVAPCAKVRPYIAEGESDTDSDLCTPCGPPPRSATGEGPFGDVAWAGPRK
# CHT inh – inhibitors of human choline transporter CHT. High affinity choline transporter 1 (Homo sapiens), Q9GZV3. CHT-expressing cells, membrane potential dye, choline response; stronger effect = lower value. B-score at 10 µM. 0.86% of 310,000 active;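 active = B-score over 3 SD under the library average, and starting fluorescence ratio not unusually high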;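 also: choline stimulus applied at its EC90 after an EC20 pre-addition; B-score computed on integrated fluorescence ratio after choline addition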
# Numbers without * were called inactive; i = inactive; nt = no result given.
structure | KCNQ2 block | CHT inh
O=C(CCN1C(=O)c2ccncc2C1=O)Nc1ccc(F)cc1 | i | i
CCCC(=O)Nc1sc(C)c(-c2ccc(C(C)CC)cc2)c1C#N (configuration not stated) | i | i
COCCN(C(=S)Nc1ccc(C)cc1)C(C)c1cccnc1 (configuration not stated) | i | i
COc1cc(CN2CCc3ccc(NC(=O)CCc4ccccc4OC)cc3C2)ccc1O | i | i
Cc1ccc(C)c(NC(=O)C2CC(O)CN2C(=O)Oc2ccccc2)c1 (configuration not stated) | i | i
COC(=O)C1=C(NC(=O)c2ccc(Br)cc2)CCS1 | i | i
COC(=O)CNC(=O)CCCCC(=O)NCC(=O)OC | i | i
Cc1ccc(C2=NOC(C)(c3nnc(-c4ccc(Cl)cc4)o3)C2)cc1 (configuration not stated) | i | i
Cc1ccccc1C1C(C#N)=C(N)N(N(C)C)C2=C1C(=O)CC(C)(C)C2 (configuration not stated) | i | i
Cc1cc([N+](=O)[O-])ccc1N | nt | i
NNC(=O)c1nc[nH]c1C(=O)Nc1ccccc1[N+](=O)[O-] | i | i
CCC(C)NS(=O)(=O)c1ccc(OC)c(Cl)c1Cl (configuration not stated) | i | i
COc1cccc(C2=CC(c3ccc(N(C)C)cc3)n3nnnc3N2)c1 (configuration not stated) | i | i
Cn1c(SCC(=O)N2CCCCC2)nc2c(c1=O)SCC2 | i | i
COc1ccc2oc(=O)c(C(=O)NCc3cccnc3)cc2c1 | i | i
Cc1cccc(OCCCN2CCCCCC2)c1 | i | i
COc1ccccc1N(C)S(=O)(=O)c1ccc(Cl)c(C(=O)Nc2ccncc2)c1 | i | i
COC(=O)C1=C(C(=O)OC)[C@@H]2N(Cc3ccccc3)c3ccccc3[C@@]23C[C@@H](C(=O)OC)N(C(=O)C2CCC2)C3=N1 | i | i
C=C(C)C(=O)Nc1cccc(C2=NOC3(C2)C[C@@H](C(N)=O)N(C(=O)CC(c2ccccc2)c2ccccc2)C3)c1 (some centres not stated) | i | i
O=C(C1CCN(S(=O)(=O)c2c(Cl)cccc2Cl)CC1)N1CCCCCCC1 | i | i
N#Cc1ccc(OCC(=O)NCC2(N3CCCCC3)CCCCC2)cc1 | i | i
COC(=O)[C@H](CC(C)C)NS(=O)(=O)c1ccccc1 | i | i
O=C(NCc1ccc(Cl)cc1)C(=O)NCC1OCCN1S(=O)(=O)c1cc(F)ccc1F (configuration not stated) | i | i
Cc1nn(C)cc1NC(=O)CC12CC3CC(CC(C3)C1)C2 | i | i
CN(C)CCCNC(=O)c1ccc(=O)[nH]n1 | i | i
COC(=O)CSc1nc(C)cc(C)n1 | i | i
Cc1ccc(S(=O)(=O)NCC(=O)N(CC(=O)NCC2CCCO2)Cc2ccc(Cl)cc2)cc1 (configuration not stated) | i | i
O=C(NC(=O)c1c(Cl)cccc1Cl)Nc1ccc(Oc2cccnc2)nc1 | i | i
O=c1c2c3nc4ccccc4nc3n(-c3ccc4c(c3)OCCO4)c2ncn1C1CCCC1 | nt | i
Cc1cccc(N2CCN(C(=O)c3cc(S(=O)(=O)N4CCOCC4)cn3C)CC2C)c1 (configuration not stated) | i | i

# 3 entries picked at random from the list so far, as already listed:
structure | KCNQ2 block | CHT inh
COC(=O)C1=C(NC(=O)c2ccc(Br)cc2)CCS1 | i | i
CN(C)CCCNC(=O)c1ccc(=O)[nH]n1 | i | i
NNC(=O)c1nc[nH]c1C(=O)Nc1ccccc1[N+](=O)[O-] | i | i

# The list continues:
structure | KCNQ2 block | CHT inh
COC(=O)CC1SC(=O)NC1=Nc1cccc(C)c1 (configuration not stated) | i | i
CCCCCCCCNC(=O)c1ccc(C)cc1 | i | i
CCCN(CCC)C(=O)C1CC(=O)OC12CCOC(C)(C)C2 (configuration not stated) | i | i
Cc1nn(C(C)C(=O)NC2CCCCC2)c(=O)c2nn(-c3ccccc3)c(C)c12 (configuration not stated) | i | i
COc1cccc(-c2nc(CS(=O)(=O)CC(=O)NCCc3ccc(OC)cc3OC)c(C)o2)c1 | i | i
O=C(CSc1nc2ccccc2o1)c1ccccc1 | i | i
COc1cc2c(cc1OC)C(c1cccc([N+](=O)[O-])c1)N(C(=O)c1ccccc1C(=O)O)CC2 (configuration not stated) | i | i
Cc1ccccc1/C=C/c1cc[n+](C)cc1 | i | i
COc1ccc(/C(C)=N/N2CCCCC2)c(O)c1 | i | i
N#C/C(=C(/O)COC(=O)c1cccnc1Cl)c1nc2ccccc2[nH]1 | i | i
CCCSc1nc(O)c(C(c2ccc(OC)c(O)c2)c2c(O)nc(SCCC)n(C)c2=O)c(=O)n1C | i | i
CCSc1nc(C)nc2c1oc1ccccc12 | i | i
CCOc1cc(NC(=S)NCCCN(C)C)c(OCC)cc1NC(=O)c1cccs1 | i | i
O=C(N1CCN(c2ccccc2)CC1)C1(S(=O)(=O)c2ccc(Cl)cc2)CC1 | i | i
CC(NC(=O)C1CCCN1C(=O)OCc1ccccc1)c1ccccc1 (configuration not stated) | i | i
CCCCc1nn2c(N)c(/C=C3\C=Nc4ccccc43)c(=O)nc2s1 | i | i
C/C(=N/NC(N)=S)c1ccccc1[N+](=O)[O-] | i | i
O=C(Nc1nc(-c2ccc(Cl)cc2Cl)cs1)C1CCCO1 (configuration not stated) | i | i
CCOc1cc(NC(=O)C2CCCO2)c(OCC)cc1NC(C)=O (configuration not stated) | i | i
c1ccc(-n2ncc3c(N4CCC5(CC4)OCCO5)ncnc32)cc1 | i | i
CC1(CC(=O)N/N=C/c2ccc(-c3ccc(Cl)cc3)o2)OCCO1 | i | i
Cc1ccnc(NC(=O)Cc2c(F)cccc2Cl)c1 | i | i
Cc1cccc(CN2CCc3c(OCC(=O)NCc4ccco4)cccc3C2=O)c1 | i | i
Cc1ccc(C(=O)Cn2nnc3ccccc32)cc1[N+](=O)[O-] | i | i
CCC(=O)Nc1nc2cc(OC)ccc2s1 | i | i
COc1cc(C2C(C(=O)c3ccc(C)o3)=C(O)C(=O)N2CCCn2ccnc2)cc(OC)c1OC (configuration not stated) | i | i
NC(CCCCCP(=O)(c1ccccc1)c1ccccc1)C(=O)O (configuration not stated) | i | i
Cc1cc2n(c(=O)c1C#N)CCCN2c1ccccc1 | i | i
COC(=O)c1sccc1N/C=C(\C#N)S(=O)(=O)C(C)(C)C | i | i
CN=C(NC)SC1CC(=O)N(c2ccccc2)C1=O (configuration not stated) | i | i
CCOC(=O)c1ccccc1NC(=O)c1ccc(NS(C)(=O)=O)cc1 | i | i
COc1ccc(NC(=S)N/N=C/c2cccn2Cc2ccc(F)cc2)cc1 | i | i
CCOc1cccc(CNc2ccc(O)cc2)c1OCc1ccccc1Cl | i | i
C=CCn1cnc2c(c1=O)c1nc3ccccc3nc1n2/N=C/c1cc(OC)c(OC)c(OC)c1 | -7.9* | i
CN1C(=O)c2ccc(NC(=O)c3ccc(Cl)cc3Cl)cc2C1=O | i | i
CCOc1c2ccc(C(=O)NCCCCc3ccccc3)cc2nn1CC | i | i
COc1ccc(NC2=NC3(CCCCC3)N=C(N)N2)cc1 | i | i
NC(=O)/C(N=Nc1ccccc1)=N/Nc1ccccc1 | i | i
COc1ccc(CN2CCCC(N3CCc4ccccc4C3)C2)c(O)c1 (configuration not stated) | i | i
COn1c(-c2ccccc2)c(C=O)c2ccccc21 | i | i
Cc1ccc(C)c(NC(=O)C(=O)NCc2ccccn2)c1 | i | i
Brc1ccc(-c2cnco2)cc1 | i | i
CC1CCN(CCCNC(=O)c2ccc(CS(=O)(=O)Cc3ccccc3F)o2)CC1 | i | nt
CC(Oc1ccc2c(-c3ccccc3)cc(=O)oc2c1)C(=O)NC(Cc1c[nH]c2ccc(O)cc12)C(=O)O (configuration not stated) | i | i
COc1ccc(-n2cccc2/C=C2\C(=N)N3N=C(c4ccco4)SC3=NC2=O)cc1 | i | i
CCOc1ccccc1CN1CCNC(=O)C1CC(=O)NCc1cc(C)n(C)n1 (configuration not stated) | i | i
COc1cc(CCC(=O)OCC(=O)Nc2ccc(F)c(F)c2)cc(OC)c1OC | i | i
CCOC(=O)C1CCN(S(=O)(=O)c2cc(Cl)c(C)cc2OC)CC1 | i | i
CC(C)(C)N=Cc1c(O)ccc2oc3c(c12)CCCC3 | i | i
Fc1ccc(CN2CCN(C(=S)NCCc3ccccc3)CC2)c(Cl)c1 | i | i
CN1OC(COC(=O)c2ccc(Cl)cc2Cl)CC1c1ccccc1 (configuration not stated) | i | i
Cc1ccc(C(=O)N2CC=C(c3ccccc3)CC2)o1 | i | i
CC(C)C(C)NC(=O)COC(=O)c1cc(S(=O)(=O)N(C)C)ccc1N1CCCC1 (configuration not stated) | i | i
Cc1cccc(Cc2nnc(NC(=O)c3cccc(S(=O)(=O)N4CCOCC4)c3)s2)c1 | i | i
CC1(C)CC(NC(=O)C23CCC(C)(C(=O)C2=O)C3(C)C)CC(C)(C)N1 (configuration not stated) | i | i
O=C(Nc1c2c(nn1-c1ccccc1)CSC2)c1ccc(N2C(=O)CCC2=O)cc1 | i | i
CCOC(=O)c1cc(-c2ccc(OC(F)F)cc2)nc2c1c(=O)[nH]c(=O)n2C | i | i
CC(C)C(=O)Nc1cccc(NC(=O)c2cccnc2)c1 | i | i
CC(/C=C/C1(O)C(C)CC(O)CC1(C)C)OC1OC(CO)C(O)C(O)C1O (configuration not stated) | i | i
COC(CNC(=O)C1CCN(S(=O)(=O)c2cccc3nsnc23)CC1)OC | i | i

# At a glance, 3 of the compounds above:
structure | KCNQ2 block | CHT inh
CC(C)C(=O)Nc1cccc(NC(=O)c2cccnc2)c1 | i | i
CC(/C=C/C1(O)C(C)CC(O)CC1(C)C)OC1OC(CO)C(O)C(O)C1O (configuration not stated) | i | i
COC(CNC(=O)C1CCN(S(=O)(=O)c2cccc3nsnc23)CC1)OC | i | i

# The results go on:
structure | KCNQ2 block | CHT inh
CN(CC1CCCN(CCc2ccc(Cl)cc2)C1)C(=O)CC(F)(F)F (configuration not stated) | i | i
COc1ccc(N2CCN(S(=O)(=O)CCNC(=O)COc3cccc(OC)c3)CC2)cc1 | i | i
O=C(Nc1nccs1)c1ccc(COc2ccccc2)o1 | i | i
CC(/C=C/c1ccc2c(c1)OCO2)=N\NC(=O)c1ccccc1 | i | i
Cc1ccc(-c2noc(CSc3nnc(CCc4ccccc4)n3-c3ccccc3)n2)cc1 | i | i
CCC[C@@H](OS(N)(=O)=O)[C@@H](Cc1ccccc1)C(=O)OCC | i | i
Cc1nn(-c2ccccc2)c(Cl)c1/C=N/NC(=O)c1ccn[nH]1 | i | i
COc1ccc(OC)c(NC(=O)c2ccc(CSc3ncccn3)cc2)c1 | i | i
CC1CC(NC(=O)CCn2c(=O)oc3ccccc32)CC(C)(C)C1 (configuration not stated) | nt | i
CC(C)(C)S(=O)(=O)c1ccsc1C(=O)O | i | i
COc1cc(CC(=O)NCCc2ccc(S(N)(=O)=O)cc2)cc(OC)c1OC | i | i
Cc1nn(C)c(C)c1S(=O)(=O)NC1CCCc2ccccc21 (configuration not stated) | i | i
CCC(c1nnc(SCC(=O)Nc2cccnc2Cl)n1-c1ccccc1)N(C)C (configuration not stated) | i | i
COC(=O)c1cccc(-n2c(C)cc(C=O)c2C)c1C | i | i
O=C1CC2(CCCCC2)Oc2ccc(OCC(=O)N3CCOCC3)cc21 | i | i
Cc1ccc(Sc2nc3ccc(C)cn3c(=O)c2/C=N/O)cc1 | i | i
CC(C)Cc1csc(NC(=O)c2ccc(Br)cc2)c1C(=O)O | i | -10*
CCOC(=O)Cc1csc(NC(=O)CSc2nnc(-c3ccncc3)o2)n1 | i | i
Cn1c(-c2ccc3c(c2)OCO3)cnc1NC(=O)CCC(=O)NCCc1ccccc1 | i | i
CCOC(=O)c1c(-c2ccccc2)csc1NC(=O)c1nn(CC)cc1Br | i | i
Cn1c(Cn2c(=O)sc3ccccc32)nnc1SCC(=O)N1CCN(c2ccccc2)CC1 | i | i
Cc1csc(=O)n1CC(=O)OCC(=O)Nc1ccc(F)c(F)c1 | i | i
NC(=O)c1ccc(N2CCN(c3ncc(C(F)(F)F)cc3Cl)CC2)cc1 | i | i
Cc1ccc(S(=O)(=O)N(C)CC(=O)O/N=C(\N)c2ccccn2)cc1 | i | i
Cc1cc(NC(=O)CCN2C(=O)C3C4CCC(C4)C3C2=O)cc(C)c1Br (configuration not stated) | i | i
COc1cc2c(cc1OC)CN(C(C)C(=O)N1CCc3ccccc31)CC2 (configuration not stated) | i | i
CCOc1ncccc1C(=O)OCC(=O)c1cccc(Br)c1 | i | i
O=C1CC(N2CCN(C3CC(=O)N(CCc4ccccc4)C3=O)CC2)C(=O)N1CCc1ccccc1 (configuration not stated) | i | i
Cc1cc(C)c2c(C)[nH]nc2n1 | i | i
Cc1cccc(Cc2c(C)nc3c(C(=O)NCc4ccco4)cnn3c2C)c1 | i | i
CCOc1ccc(NC(=O)CN(C)c2ccc(S(=O)(=O)N(C(C)C)C(C)C)cn2)cc1OCC | i | i
CN(c1ccccc1C(=O)NCc1ccccn1)S(C)(=O)=O | i | i
Cc1ccc(S(=O)(=O)N2CCN(C(=O)CSc3nc4ccccc4o3)C2)cc1 | i | i

# Record cards, from the list above. Values in the order: KCNQ2 block, CHT inh
# Shown for COc1cc2c(cc1OC)CN(C(C)C(=O)N1CCc3ccccc31)CC2 (configuration not stated) = i, i
# Shown for CCOc1ccc(NC(=O)CN(C)c2ccc(S(=O)(=O)N(C(C)C)C(C)C)cn2)cc1OCC = i, i
# Shown for CN(CC1CCCN(CCc2ccc(Cl)cc2)C1)C(=O)CC(F)(F)F (configuration not stated) = i, i
